# Compound activity as filed in PubChem BioAssay.
# PAFAH1B3 inh – PAFAH1B3 enzyme inhibitors, primary screen, biochemical, fluorescence polarization, human. 340,000 tested, 0.28% active. inhibition, % at 3.39 µM. Platelet-activating factor acetylhydrolase IB subunit alpha1 (Homo sapiens), Q15102. recombinant PAFAH1B3, FP-rhodamine probe;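 active = inhibition above the screen-wide average of all tested compounds plus 3 SD, cut at about 25% in these data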;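 note: 0% = enzyme with DMSO only and 100% = wells lacking PAFAH1B3 protein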
# EBNA-1 inh – EBNA-1 DNA-binding inhibitors, primary screen, biochemical, fluorescence polarization. AID 1950, 2009. 300,000 tested, 0.34% active. inhibition, % at 14.8 µM; in the data active = inhibition above about 28%
# LYPLA2 inh – LYPLA2 inhibitors, primary screen, counter-screen for PME1 inhibitor project, biochemical, fluorescence polarization, FP-Rh probe ABPP. 320,000 tested, 0.38% active. AID 2177, 2009. inhibition, % at 5.9 µM. recombinant LYPLA2;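 active = inhibition above the screen-wide mean plus 3 SD, limit set per campaign, cut at about 26% in these data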;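 note: 0% = LYPLA2 with DMSO and 100% = wells lacking LYPLA2 enzyme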
# PAFAH2 inh – PAFAH2 enzyme inhibitors, primary screen, biochemical, fluorescence polarization, human; Platelet-activating factor acetylhydrolase 2, cytoplasmic (Homo sapiens), Q99487; recombinant PAFAH2, FP-rhodamine activity probe; inhibition, % at 3.39 µM; 340,000 tested, 0.99% active;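 active = inhibition above the mean over all tested compounds plus 3 SD, cut at about 30% in these data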;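 note: inhibitors block probe labeling of enzyme so polarization drops; 0% = enzyme with DMSO and 100% = wells lacking PAFAH2 protein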
# LYPLA1 counter – LYPLA1 inhibitors, primary screen, counter-screen for PME1 inhibitor project, biochemical, fluorescence polarization, FP-Rh probe ABPP; inhibition, % at 5.9 µM; Acyl-protein thioesterase 1 (Homo sapiens), O75608; 320,000 tested, 0.16% active; recombinant LYPLA1;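 active = inhibition above the mean of all tested compounds plus 3 SD, set per campaign, cut at about 14% in these data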;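 note: inhibitors block serine hydrolase probe labeling of LYPLA1 so polarization falls; 0% = enzyme with DMSO and 100% = wells lacking LYPLA1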
# PREPL inhibitor – PREPL enzyme inhibitors, primary screen, biochemical, fluorescence polarization; Prolyl endopeptidase-like (Homo sapiens), Q4J6C6; recombinant PREPL, fluorescence polarization activity-based probe; inhibition, % at 5.96 µM; 320,000 tested, 0.68% active; AID 2751, 2010; in the data active = inhibition above about 43%;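 note: 0% = enzyme with DMSO and 100% = wells lacking enzyme; many of its hits are not listed in these tables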
# ZTA DNA inh – ZTA (EBV) inhibition in EBNA-1 counter-screen | ZTA-DNA binding, fluorescence polarization | AID 2234 | P03206 | inhibition, % at 11 µM | 320,000 tested, 0.15% active; in the data active = inhibition above about 33%
# PAD4 FP inh – human PAD4 inhibitors, primary screen, biochemical, fluorescence polarization, 1536-well format; Protein-arginine deiminase type-4 (Homo sapiens), Q9UM07; recombinant PAD4, RCA probe fluorescence polarization; inhibition, % at 6.36 µM; 330,000 tested, 0.41% active; AID 485272, 2010;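 active = percent inhibition above a cutoff equal to the mean of all tested compounds plus 3 SD, cut at about 15% in these data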;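 note: 0% = PAD4 with RCA probe and DMSO and 100% = probe without PAD4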
# Target sequence (Q9UM07 whole entry, looked up): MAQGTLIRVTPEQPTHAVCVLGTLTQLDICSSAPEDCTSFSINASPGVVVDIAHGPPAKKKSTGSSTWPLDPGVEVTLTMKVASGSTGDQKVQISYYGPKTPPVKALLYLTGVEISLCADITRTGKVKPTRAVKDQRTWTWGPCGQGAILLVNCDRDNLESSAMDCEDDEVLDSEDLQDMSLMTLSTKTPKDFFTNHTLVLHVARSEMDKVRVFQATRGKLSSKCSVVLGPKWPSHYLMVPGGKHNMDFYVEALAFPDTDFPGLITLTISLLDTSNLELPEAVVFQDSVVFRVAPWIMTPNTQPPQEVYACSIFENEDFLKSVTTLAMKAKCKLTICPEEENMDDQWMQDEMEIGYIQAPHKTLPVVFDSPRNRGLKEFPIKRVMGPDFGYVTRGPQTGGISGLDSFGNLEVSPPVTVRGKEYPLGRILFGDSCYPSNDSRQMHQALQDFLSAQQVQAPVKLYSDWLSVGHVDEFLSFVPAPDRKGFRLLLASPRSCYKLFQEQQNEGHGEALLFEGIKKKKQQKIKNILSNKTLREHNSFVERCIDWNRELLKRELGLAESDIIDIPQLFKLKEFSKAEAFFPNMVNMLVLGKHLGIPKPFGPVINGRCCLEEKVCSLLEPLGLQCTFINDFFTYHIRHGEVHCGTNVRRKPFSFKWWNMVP
# GSTO1 counter – inhibitors of recombinant GSTO1, primary screen, counter-screen for RBBP9 inhibitor project, biochemical, fluorescence polarization; 300,000 tested, 1.1% active; activity-based probe fluorescence polarization; Glutathione S-transferase omega-1 (Homo sapiens), P78417; inhibition, % at 5.96 µM; AID 1974, 2009;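 active = inhibition above the campaign mean inhibition plus 3 SD, cut at about 35% in these data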;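 note: 0% = GSTO1-1 with DMSO and 100% = wells lacking GSTO1-1 enzyme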
# Target sequence (P78417 whole entry, looked up): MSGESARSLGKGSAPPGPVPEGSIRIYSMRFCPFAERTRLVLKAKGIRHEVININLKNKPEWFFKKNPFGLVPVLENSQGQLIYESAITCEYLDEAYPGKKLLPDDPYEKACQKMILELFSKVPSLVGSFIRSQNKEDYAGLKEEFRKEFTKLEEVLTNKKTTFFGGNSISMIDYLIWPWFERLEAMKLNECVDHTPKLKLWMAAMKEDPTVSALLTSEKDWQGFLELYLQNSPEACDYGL
# * = called active by the depositor; · = no result given.
SMILES,PAFAH1B3 inh,EBNA-1 inh,LYPLA2 inh,PAFAH2 inh,LYPLA1 counter,PREPL inhibitor,ZTA DNA inh,PAD4 FP inh,GSTO1 counter
CCOc1ccc(NC(=O)c2c(NC(=O)CNCCN3CCOCC3)sc3c2CCC3)cc1,3,-1,4,-5,-1,21,-3,-8,10
COc1ccc(/C=N/NC(=O)CNC(=O)C2COc3ccccc3O2)cc1OC (stereo not drawn),0,-3,-14,-4,-5,3,-2,-11,-2
C/C(=N/Nc1ccc(C)cc1)C1(C)N(O)C(C)(C)C(c2ccco2)=[N+]1[O-] (stereo not drawn),-6,-5,1,-5,3,3,-13,-3,4
CCCN1CCN(c2ccc(S(N)(=O)=O)cc2[N+](=O)[O-])CC1,2,2,1,-2,0,0,-2,-6,0
COc1cccc(NC(=O)COC(=O)c2ccccc2F)c1,7,-10,9,76*,2,12,3,0,-5
CC1CCc2c(sc3ncnc(SCC(=O)c4ccccc4)c23)C1 (stereo not drawn),3,-2,-1,11,-2,10,6,1,-8
COC(=O)c1cccc(NCN2C(=O)c3ccccc3C2=O)c1,-2,6,-1,-9,2,0,-3,-1,3
CCc1ccc(NC(=O)C(C)n2nc(C)c([N+](=O)[O-])c2C)cc1 (stereo not drawn),3,-13,0,-9,1,-9,-6,-2,2
CSc1nncc(/C(C)=N\Nc2cccc(C)c2)n1,7,-5,-6,-2,3,11,3,-4,23
COc1ccc(OC)c2c(C)cc(NCCN3CCOCC3)nc12,7,-3,-3,1,-3,13,5,-15,-2
CC(NC(=S)Nc1cccc(C(F)(F)F)c1)C(C)(C)C (stereo not drawn),-2,-3,-5,1,-2,6,4,-4,-1
CCC1(c2ccccc2)NC(=O)N(CC(=O)N(CC(=O)Nc2ccccc2C(F)(F)F)Cc2ccco2)C1=O (stereo not drawn),3,0,-3,0,-2,1,-25,2,9
COc1cccc(-n2c(=O)c3sccc3n(CC(=O)NC3CCCC3)c2=O)c1,5,1,1,0,3,2,7,-1,2
CC(NC(=O)/C=C/c1ccc(Br)cc1)c1ccccc1 (stereo not drawn),4,8,-2,7,-2,-6,9,0,-2
CCN1CCN(C(=O)c2ccc(OC)c(S(=O)(=O)Nc3ccc(C)cc3)c2)CC1,4,-2,4,-4,-3,-9,3,-2,-8
COc1cccc(/C=C2\SC(=S)N(CCCC(=O)Nc3ccc(C(=O)O)cc3)C2=O)c1,4,4,-6,6,-3,-7,3,-2,-1
COc1ccc(-c2[nH]ncc2CN(Cc2nccn2C)C(C)C)c(F)c1,5,9,2,-8,1,10,6,-7,0
O=C1CCCN1c1ccc(S(=O)(=O)N2CCN(c3ccccc3)CC2)cc1,7,2,-3,-7,0,-99,-1,-3,6
CC1(O)N(Cc2ccccc2)C(=O)OC12CCCCC2 (stereo not drawn),3,6,2,3,1,18,-14,-1,5
COc1ccc(-c2noc(CCCC(=O)N3CCOCC3)n2)cc1,1,-16,2,-11,1,9,-10,-1,0
C[C@H]1CN=C(Nc2ccccc2)N1CCC1CCCCC1,-1,12,11,-5,-2,18,1,3,2
CC(=O)Oc1ccc(C(=O)[C@H]2[C@H]3C(=O)N(c4cccc5ccccc45)C(=O)[C@H]3[C@@H]3C=CC=NN32)cc1,1,5,-17,9,-8,4,-5,-9,-7
C=C(C)Cn1c(NCCC)nc2c1c(=O)n(C)c(=O)n2C,0,4,4,6,-1,0,-1,3,2
CC(=O)C1[C@H](N(C)C)CC2C3CC=C4CC(O)CC[C@]4(C)C3CC[C@@]21C (stereo partly drawn),-5,-2,4,1,1,-23,-2,-4,2
CCC(=O)Nc1c(-c2ccccc2)c(=O)c2ccccc2n1C,9,-6,-4,-6,-4,-2,-7,-5,3

# Results in PAD4 FP inh and LYPLA1 counter (two entries from above):
SMILES | PAD4 FP inh | LYPLA1 counter
CC1(O)N(Cc2ccccc2)C(=O)OC12CCCCC2 (stereo not drawn) | -1 | 1
COc1ccc(-c2noc(CCCC(=O)N3CCOCC3)n2)cc1 | -1 | 1

# Entries of single compounds, looked up by structure. Order of screens: PAFAH1B3 inh, EBNA-1 inh, LYPLA2 inh, PAFAH2 inh, LYPLA1 counter, PREPL inhibitor, ZTA DNA inh, PAD4 FP inh, GSTO1 counter
# Entry for C/C(=N/Nc1ccc(C)cc1)C1(C)N(O)C(C)(C)C(c2ccco2)=[N+]1[O-] (stereo not drawn) : -6, -5, 1, -5, 3, 3, -13, -3, 4
# Entry for O=C1CCCN1c1ccc(S(=O)(=O)N2CCN(c3ccccc3)CC2)cc1 : 7, 2, -3, -7, 0, -99, -1, -3, 6
# Entry for CCC1(c2ccccc2)NC(=O)N(CC(=O)N(CC(=O)Nc2ccccc2C(F)(F)F)Cc2ccco2)C1=O (stereo not drawn) : 3, 0, -3, 0, -2, 1, -25, 2, 9

# The listing continues:
SMILES,PAFAH1B3 inh,EBNA-1 inh,LYPLA2 inh,PAFAH2 inh,LYPLA1 counter,PREPL inhibitor,ZTA DNA inh,PAD4 FP inh,GSTO1 counter
CCOc1ccccc1NC(=O)CN(c1ccc(C)cc1)S(=O)(=O)c1c(C)noc1C,0,-19,1,7,0,7,3,-9,-2
CCC1CCCCN1C(=O)CSc1nc(N)c(NC(=O)c2ccc(OC)c(OC)c2)c(=O)[nH]1 (stereo not drawn),3,10,5,7,3,5,7,2,1
CCN(C(=O)CSc1nc(-c2cccs2)nc2ccccc12)C1CCS(=O)(=O)C1 (stereo not drawn),-1,·,3,-5,1,7,9,1,·
Cc1ccc(Oc2c(CO)c(-c3ccccc3)nn2C)cc1,7,-5,-5,8,1,17,7,-3,4
O=C(CC1CCCC1)N1CCCC(Nc2ccc(F)cc2)C1 (stereo not drawn),7,-5,8,3,-1,17,-8,-3,16
O=C(/C=C/c1ccccc1[N+](=O)[O-])OC1CCCCC1=O (stereo not drawn),12,-16,0,6,-1,-2,-2,0,-1
CCN(C(=S)Nc1cccc(C)c1)c1ccccc1,-7,13,-1,0,-5,14,-2,11,0
COc1cc(/C=N/NC(=O)c2sc(N)c(C#N)c2C)cc(Br)c1O,13,7,6,15,-3,23,5,2,-17
COc1ccc(/C=N/NC(=O)c2nn(C)cc2Br)cc1CSCc1ccco1,7,8,-19,11,-6,-32,5,1,-9
CCCCCOC(=O)Cc1c(O)c2ccccc2[nH]c1=O,-3,-12,-4,3,-2,3,1,-8,-4
CCC(=O)N1CCc2cc(S(=O)(=O)CCC(=O)NC(C)CC)ccc21 (stereo not drawn),3,2,1,0,0,-14,2,-6,4
CCOC(=O)c1c(NC(=O)C2CCCO2)sc(C(=O)OC(C)(C)C)c1C (stereo not drawn),11,8,7,-1,0,8,-10,-5,9
O=C1CCC/C1=C\Nc1ccc(Cl)c([N+](=O)[O-])c1,8,-8,1,1,2,2,-10,-1,16
CCCn1c2ccccc2c2cnn(CC(=O)NCCCN3CCN(c4ccccc4)CC3)c(=O)c21,5,-4,9,2,-1,-37,-6,0,-1
COc1ccc(OC)c(NC(=O)COC(=O)Cn2nnc(-c3ccccc3)n2)c1,4,·,3,6,2,1,-1,1,·
FC(F)(F)c1cc(-c2ccco2)nc(-n2nnc3ccccc32)n1,1,13,3,8,0,-3,13,-2,4
O=C(Nc1ccncc1)c1cc(F)cc(F)c1,4,3,5,-2,-4,0,3,0,2
Cc1cc(Cl)ccc1NC(=S)NCc1cccs1,12,7,-1,12,-1,-3,4,-2,11
COc1ccc(NC(=O)CN(c2ccccc2C)S(C)(=O)=O)c(OC)c1,4,-14,-1,1,-1,-8,-10,-1,4
CCNc1nc(CSc2ccccc2)nc2sc(C)c(C)c12,8,0,-4,0,5,4,18,-2,-3
Fc1ccc(NCc2n[nH]c(=S)n2Cc2ccccc2)cc1,3,-7,-5,1,-5,-22,-2,-3,0
CCOC(=O)n1cc(-c2cnc(CNC(=O)C(C)(c3ccccc3)c3ccccc3)o2)c2ccccc21,·,4,-16,·,-7,-10,5,3,-2
O=C(COc1ccc(Cl)cc1Cl)N1CCCCCC1,6,7,-1,3,-3,3,1,-3,13
Cc1nn(-c2ccccc2)c(N)c1Sc1ccccc1[N+](=O)[O-],-12,1,3,2,2,-5,7,5,0
CN1CCc2c(sc(NC(=O)CS(=O)(=O)c3ccc(F)cc3)c2C(N)=O)C1,2,4,5,1,3,-10,-6,-7,6

# Continuation:
SMILES,PAFAH1B3 inh,EBNA-1 inh,LYPLA2 inh,PAFAH2 inh,LYPLA1 counter,PREPL inhibitor,ZTA DNA inh,PAD4 FP inh,GSTO1 counter
CCOc1ccccc1N(CC(=O)OC)S(=O)(=O)c1ccccc1,2,-1,6,-5,3,-10,5,-5,-1
O=C(CN1CCN(C2CCCCC2)CC1)Nc1ccccc1N1CCCCC1,-1,-6,1,-6,-1,33,-3,-2,2
N#Cc1cc(-c2ccccc2)oc1NC(=O)c1ccccc1,-1,12,0,4,1,6,2,-10,-12
c1cc(-c2noc(CC3CCCCC3)n2)ccn1,3,-7,1,-1,0,-6,12,-1,3
Cc1ccc(S(=O)(=O)Nc2cc(C(F)(F)F)ccc2N2CCOCC2)cc1C,1,12,1,2,-1,-2,-13,-2,21
CCOC(CNC(=O)c1cc(C)nn1-c1ccccc1)OCC,2,-10,7,5,-1,0,-7,-3,6
COC(=O)Cn1cnc2c(cnn2-c2ccc(OC)cc2)c1=O,2,0,4,3,1,-3,-8,-4,-1
CC(=O)Nc1nc(C)c(Oc2cccc(C(F)(F)F)c2)c(=O)[nH]1,0,1,-170,4,-2,0,6,-4,5
CN(C)C(=O)c1cc(Cl)ccc1Sc1cc(Cl)ccc1Cl,-1,-3,16,9,6,15,-14,-2,-3
CC(C)Oc1cc(NC(=O)CS(=O)CC(=O)Nc2cccc(C(F)(F)F)c2)c(Cl)cc1Cl (stereo not drawn),-20,-21,-30,-22,-24,4,0,-7,-9
COc1ccc(CC2(C)OC(c3ccc(C)cc3)=NN2C(C)=O)cc1 (stereo not drawn),4,7,2,-1,-2,-36,-7,-2,1
CC(=O)Nc1ccc(NC(=O)CN(c2cccc(C)c2)S(C)(=O)=O)cc1,5,-8,3,-8,0,5,-2,1,-8
CCCc1nnc(NC(=O)c2cccc(OC)c2)s1,5,-4,3,3,2,-1,-7,-3,6
Cc1noc(C)c1COC(=O)c1ccc(S(=O)(=O)N2CCCCC2)cc1,-3,9,2,-2,1,-7,4,-3,-7
O=C(O)CCC/C=C\C[C@@H]1[C@@H](/C=C/[C@@H](O)COc2cccc(Cl)c2)[C@H](O)C[C@@H]1O,4,9,-4,0,-6,1,11,-2,-3
O=C(O)CCC(=O)c1c[nH]c2ccccc12,1,-9,-6,-2,-3,25,-11,-2,-9
COc1ccc(-n2c(-c3ccc(C)cc3)n[nH]c2=S)cc1,-1,2,0,2,-3,-10,8,2,1
O=C1/C(=C/c2ccc(F)cc2)SC(=S)N1CCCC(=O)N1CCCCC1CCO (stereo not drawn),12,-6,6,4,-2,35,-5,-6,1
COc1ccccc1CNC(=O)[C@H](C)NC(=O)C1CCN(C(=O)[C@@H](N)C(C)C)CC1,6,-1,8,-1,0,3,-8,5,-2
O=C(NN=C1C2CC3CC1CC(Cl)(C3)C2)c1ccccn1,0,3,1,3,-4,3,-15,-4,6
Cc1ccc(S(=O)(=O)N2CCOC2CNC(=O)C(=O)NCc2ccncc2)cc1 (stereo not drawn),3,-1,2,1,-3,-1,13,-9,-7

# An excerpt; rates above refer to the full screens.
